# H1N1 NS1A inhibition: H1N1 influenza NS1A inhibitors, functional cell based assay (AID 504329); actives 0.3% (n = 340,000); NS1A functional cell-based assay, percent inhibition; higher % means a stronger effect; inhibition, % at 12.5 µM; hits with a dose series show IC50 in µM; in the data active = a potency from the dose series; inconclusive = inhibition above about 27% without an active follow-up result; also: strong numbers were not always called active
# M. tuberculosis: growth inhibition of non-replicating M. tuberculosis (AID 488890). actives 0.39% (n = 320,000). Mycobacterium tuberculosis non-replicating, growth inhibition; higher % means a stronger effect. inhibition, % at 25 µM, or IC50 in µM where a hit was titrated; in the data active = a potency from the dose series; inconclusive = inhibition mostly from about 82% at the one dose, without a potency; inactive = the rest, 99 in 100 with inhibition below about 76%;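 also: plate controls were DMSO cells for no effect and high antibiotic wells for full effect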
# inhibitors of VEEV: inhibitors of VEEV TC-83 cytopathic effect, confirmation, Vero cells (AID 588727); inhibition, % at 20 µM; hits with a dose series show IC50 in µM; actives 0.13% (n = 350,000); Vero cells, VEEV TC-83 cytopathic effect inhibition; higher % means a stronger effect; in the data active = a potency from the dose series; inconclusive = inhibition mostly from about 14% at the one dose, without a potency; inactive = the rest, 99 in 100 with inhibition below about 12%; also: strong numbers were not always called active
# H37Rv inhibition: M. tuberculosis growth inhibition, HTS (AID 449762). actives 0.59% (n = 330,000). M. tuberculosis H37Rv growth inhibition, 7H9 media; higher % means a stronger effect. inhibition, % at 25 µM; hits with a dose series show IC50 in µM; in the data active = a potency from the dose series; inconclusive = inhibition above about 70% without an active follow-up result;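 also: bacterial growth assessed after seven days of incubation; strong numbers were not always called active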
# PhoP GFP inhibition: PhoP regulon inhibitors, Salmonella typhi PhoP promoter GFP reporter, confirmatory (AID 1850); Salmonella Typhi PhoP-promoter GFP reporter, fluorescence, 4 h; higher % means a stronger effect; one-dose inhibition, % at 50 µM; IC50 in µM for titrated hits; actives 0.33% (n = 310,000); in the data active = a potency from the dose series; inconclusive = inhibition mostly from about 25% at the one dose, without a potency; inactive = the rest, 99 in 100 with inhibition below about 19%;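 also: 0% = induced wells with vehicle and 100% = uninduced wells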
# inhibitors of VEEV 10K pilot screen: also measured in inhibitors of VEEV; calls as there; inhibition, %; measured here: 10K pilot screen inhibition
# * = called active by the depositor; i = inactive; ? = inconclusive; / = not tested or not shown.
SMILES,H1N1 NS1A inhibition,M. tuberculosis,inhibitors of VEEV,H37Rv inhibition,PhoP GFP inhibition,others
Cc1ccc(NS(=O)(=O)c2ccccc2)c(NS(=O)(=O)c2ccccc2)c1,1%,/,0.2%,/,/,
Cc1cc(C)n(-c2nnc(N3CCN(c4ccccc4)CC3)nn2)n1,15%,-7%,0.6%,?,-2%,
COc1cc(OC)c(OC)cc1/C=N/N(C)c1ccccc1,19%,6%,4.3%,?,-20%,
O=C(CN1CCN(C(=O)C2COc3ccccc3O2)CC1)Nc1ccc(F)cc1 (centres undefined),/,3%,i,1%,7%,
CC(C)(C)c1nnc2sc(SCC(=O)NCc3ccco3)nn2c1=O,-3%,26%,1.0%,2%,/,
COc1ccc(-c2csc(N(CC3CCCO3)C(=O)c3ccco3)n2)cc1 (centres undefined),-12%,23%,3.7%,-8%,-3%,
O=CN1CCN(C(C(=O)NC2CCCC2)c2cc3c(cc2[N+](=O)[O-])OCO3)CC1 (centres undefined),0%,12%,1.9%,-4%,19%,
CCCOC1CCCN(C(=O)c2ccc(OC3CCN(C(=O)CCOC)CC3)cc2)C1 (centres undefined),-3%,-16%,1.9%,-2%,-4%,
Nc1ncnc2c1ncn2[C@@H]1O[C@H](CO)C[C@H]1O,8%,45%,i,?,-6%,
CC(C)CCOc1ccc(C(=O)NN2C(=O)NC3(CCCCC3)C2=O)cc1,-4%,-13%,6.7%,0%,6%,
O=C(CN1CCCCC1)N1N=C(c2cccs2)CC1c1cccs1 (centres undefined),11%,?,i,52%,0%,
O=C(NCCCc1ccccc1)c1ccccc1,2%,?,0.2%,-8%,1%,
Cc1ccc(OCCNC(=O)c2ccc(COc3ccccc3)o2)cc1,-6%,55%,5.5%,12%,0%,
O=C(NCCCN1CCCC1=O)Nc1ccccc1F,0%,-4%,1.0%,-2%,-2%,
COC(=O)Nc1ccc(S(=O)(=O)N2CCCC(C(=O)NC3CCS(=O)(=O)C3)C2)cc1 (centres undefined),6%,-13%,0.4%,11%,9%,
CCOC(=O)C1=C(C)NC(C)=C(C(=O)OCC)C1c1sccc1C,5%,8%,2.1%,/,10%,
CC1=C(/C=C/C(C)=N\NC(=O)c2ccncc2)C(C)(C)CCC1,-4%,1.1µM*,i,?,5%,
CC1(c2ccc(OC(F)F)cc2)NC(=O)N(CC(=O)Nc2ccc(N3CCCCC3)cc2)C1=O (centres undefined),27%,24%,7.0%,8%,-5%,
O=C(c1ccc(F)cc1)N1CCN(c2cc(N3CCCCC3)c(F)cc2[N+](=O)[O-])CC1,11%,5%,i,?,7%,
Clc1ccc(-n2cccc2CN2CCc3c([nH]c4ccccc34)C2c2ccccn2)nc1 (centres undefined),2%,78%,11%,?,2%,

# No new results follow: an excerpt of the list.
SMILES,H1N1 NS1A inhibition,M. tuberculosis,inhibitors of VEEV,H37Rv inhibition,PhoP GFP inhibition,others
O=C(NCCCN1CCCC1=O)Nc1ccccc1F,0%,-4%,1.0%,-2%,-2%,
COC(=O)Nc1ccc(S(=O)(=O)N2CCCC(C(=O)NC3CCS(=O)(=O)C3)C2)cc1 (centres undefined),6%,-13%,0.4%,11%,9%,

# The main list resumes, repeating the five entries before the break.
SMILES,H1N1 NS1A inhibition,M. tuberculosis,inhibitors of VEEV,H37Rv inhibition,PhoP GFP inhibition,others
CCOC(=O)C1=C(C)NC(C)=C(C(=O)OCC)C1c1sccc1C,5%,8%,2.1%,/,10%,
CC1=C(/C=C/C(C)=N\NC(=O)c2ccncc2)C(C)(C)CCC1,-4%,1.1µM*,i,?,5%,
CC1(c2ccc(OC(F)F)cc2)NC(=O)N(CC(=O)Nc2ccc(N3CCCCC3)cc2)C1=O (centres undefined),27%,24%,7.0%,8%,-5%,
O=C(c1ccc(F)cc1)N1CCN(c2cc(N3CCCCC3)c(F)cc2[N+](=O)[O-])CC1,11%,5%,i,?,7%,
Clc1ccc(-n2cccc2CN2CCc3c([nH]c4ccccc34)C2c2ccccn2)nc1 (centres undefined),2%,78%,11%,?,2%,
CCCOc1cc(CN2CCCCC2)cc(C(C)=O)c1,0%,5%,i,8%,6%,
COc1ccc(OCc2nnc(SCC(=O)Nc3cccc(Cl)c3)o2)cc1,-1%,?,10%,-4%,0%,
O=C1c2ccccc2C(Nc2ccc3c(c2)OCCO3)N1Cc1ccco1 (centres undefined),5%,23%,8.2%,-3%,-7%,
O=C(c1cccc(NS(=O)(=O)c2ccc(F)c(F)c2)c1)N1CCCCC1,-6%,/,2.1%,/,/,
CC(Sc1nnnn1C)C(=O)Nc1ccc(N2CCOCC2)cc1 (centres undefined),8%,-10%,3.7%,-9%,-10%,
C=CCn1c(SCc2nc(N)nc(N3CCCCC3)n2)nnc1-c1ccco1,-6%,-12%,0.2%,-7%,2%,
CCc1ccc2c(c1)C(c1ccc([N+](=O)[O-])cc1)=NNC(c1ccc(C)cc1)=N2,-17%,9%,i,9%,-7%,
COc1ccc(/C=C(\C#N)C(=O)Nc2cccc3ncccc23)cc1OC,-4%,4%,9.0%,9%,-22%,
CC(C)Oc1ccc(CN2CCC(n3nccc3NC(=O)CCc3ccccc3)CC2)cc1,-3%,43%,4.2%,5%,-7%,
C[C@@H]1COC(=O)[C@@H](NC(=O)OCC2c3ccccc3-c3ccccc32)C/C=C\C[C@@H](CC(=O)N(CCO)Cc2ccccc2)C(=O)N1,5%,78%,1.3%,16%,/,
Cc1cc(C(=O)CSc2nnc(-c3ccco3)o2)c(C)n1C,-3%,18%,6.9%,1%,/,
Cc1snc(SCc2cccc(Cl)c2)c1C#N,0%,12%,1.0%,-5%,0%,
CCC(C)n1c(O)c(C=NC(C)c2ccccc2)c(=O)[nH]c1=S (centres undefined),0%,77%,i,0%,-5%,
O=C(NCc1ccccn1)c1ccc(Cl)c(NC2=NC3CS(=O)(=O)CC3S2)c1 (centres undefined),-3%,-2%,i,3%,0%,
C/C(=N\Nc1nncc2ccccc12)c1cccc(OC(F)F)c1,-7%,6%,i,8%,10%,
Cc1cc(N2CCC(C(=O)N3CCN(c4cccc(C)c4C)CC3)CC2)n2ncnc2n1,29%,61%,i,-1%,0%,
Cc1cc(NC(=O)Cn2c(=O)c3c(ncn3CC(C)C)n(Cc3ccccc3)c2=O)no1,-1%,-2%,2.7%,3%,-6%,
COc1ccc(/C=N/Nc2nnc(C)n2N)cc1OC(C)=O,-3%,8%,1.5%,-2%,0%,
COC(=O)C1=C(c2ccccc2OCc2ccccc2)C[C@@H]2CC[C@H]1N2C(=O)NCc1cccc(C(F)(F)F)c1,-2%,20%,0.2%,3%,/,inhibitors of VEEV 10K pilot screen=1.2
Cc1ccn2cc(CNS(=O)(=O)c3ccc4c(c3)OCCO4)nc2c1,0%,-21%,0.4%,3%,-5%,
Cc1cc(NC(=O)C2C3C(=O)N(Cc4ccc(Cl)cc4)C(C(=O)NCc4ccccc4)C34C=CC2(C)O4)no1 (centres undefined),3%,12%,2.0%,-8%,-7%,
CC(C)CC(NC(N)=O)C(=O)Nc1cccc([N+](=O)[O-])c1 (centres undefined),-7%,-6%,1.6%,-4%,9%,
O=C(Oc1c(-c2ccco2)oc2ccccc2c1=O)c1cccnc1,-3%,i,6.5%,?,13%,
O=[N+]([O-])c1ccccc1S(=O)(=O)Nc1ccc2c(c1)OCCO2,0%,-6%,i,3%,-4%,
O=C(O)CC1(c2ccccc2)C(=O)c2ccccc2C1=O,1%,31%,1.2%,7%,-3%,
COc1cc(CNCc2cccc3ccccc23)cc(OC)c1,2%,27%,1.6%,0%,2%,
CC(=O)c1c(C)[nH]c(C(=O)NC2CCCCC2)c1C,5%,-3%,1.5%,-7%,11%,inhibitors of VEEV 10K pilot screen=1.5
Cn1c(SCC(=O)NC2CC2)nnc1-c1ccccc1Cl,2%,-14%,1.1%,-2%,-9%,
CCOC(=O)C1Nc2ccccc2C2c3ccccc3CC12 (centres undefined),0%,29%,7.0%,3%,-2%,
COc1cccc(NC(=O)COC(=O)c2nc3nccc(C)n3n2)c1,2%,4%,1.8%,0%,-10%,
CC(CC(=O)O)CC(=O)N1CCN(S(=O)(=O)c2cccs2)CC1 (centres undefined),0%,-17%,1.5%,-3%,-6%,
Cc1ccccc1NC(=O)NCCN1C(=O)C2C3C=CC(C3)C2C1=O (centres undefined),0%,8%,i,-2%,-10%,
COc1ccc(Nc2cc(C)c3ccc(O)cc3n2)cc1,3%,35%,8.9%,29%,15%,
C=CCn1c(SCC(=O)c2[nH]c(C)c(C(=O)OCC)c2C)nc2scc(-c3ccc(OC)cc3)c2c1=O,-12%,/,22%,/,/,
COC(=O)CCC/C=C1/SCC(NC(=O)c2ccccc2)C1=O (centres undefined),8%,47%,1.5%,0%,-3%,
Cc1ccc(S(=O)(=O)NCCN2CCOCC2)cc1C,-1%,8%,0.8%,0%,-7%,
Cc1ccc(C2SCC(=O)N2Cc2cn3ccsc3n2)o1 (centres undefined),0%,27%,4.3%,0%,-8%,
CCC(CC)COC(=O)C1=C(C)NC(=O)NC1c1cccc([N+](=O)[O-])c1 (centres undefined),19%,-1%,i,-31%,-3%,
COC(=O)N/N=C/c1cn(Cc2ccc(F)cc2)c2ccccc12,2%,-2%,0.9%,1%,16%,
Cn1cc([N+](=O)[O-])c(C(=O)Nc2nccs2)n1,1%,1%,0.4%,-1%,1%,

# An excerpt from above in order of heavy-atom count, low to high.
SMILES,H1N1 NS1A inhibition,M. tuberculosis,inhibitors of VEEV,H37Rv inhibition,PhoP GFP inhibition,others
CC(=O)c1c(C)[nH]c(C(=O)NC2CCCCC2)c1C,5%,-3%,1.5%,-7%,11%,inhibitors of VEEV 10K pilot screen=1.5
CC(C)CC(NC(N)=O)C(=O)Nc1cccc([N+](=O)[O-])c1 (centres undefined),-7%,-6%,1.6%,-4%,9%,
COc1cc(CNCc2cccc3ccccc23)cc(OC)c1,2%,27%,1.6%,0%,2%,

# Next part
SMILES,H1N1 NS1A inhibition,M. tuberculosis,inhibitors of VEEV,H37Rv inhibition,PhoP GFP inhibition,others
COC(=O)CC(NC(=O)c1ccc(C)cc1)c1ccccc1 (centres undefined),1%,4%,i,-8%,-13%,
CSc1ncc(Sc2ccccc2)c(C(=O)O)n1,-1%,8%,6.1%,-5%,-5%,
O=C(c1ccc(Cl)cc1)c1ccc(Oc2cc(NN3CCCCC3)c([N+](=O)[O-])cc2[N+](=O)[O-])cc1,7%,36%,0.8%,8%,-9%,
Cc1ccc(S(=O)(=O)N(Cc2cc3ccccc3[nH]c2=O)CC2CCCO2)cc1 (centres undefined),11%,0%,0.6%,-8%,-3%,
CN(C)c1nc(Oc2ccc(=O)[nH]n2)nc(N2CCCCC2)n1,-8%,0%,4.7%,1%,-8%,
COc1ccc2cc(C3CC(c4ccco4)=NN3S(C)(=O)=O)c(Cl)nc2c1 (centres undefined),6%,15%,0.9%,8%,8%,
CCOC(=O)CC(NC(=O)Cc1ccc(F)cc1)c1ccccc1Cl (centres undefined),-2%,45%,0.8%,2%,-2%,
COc1ccc(C(=O)NC(C)CCn2cccn2)cc1OC1CCN(C(C)C)CC1 (centres undefined),-6%,-10%,1.0%,-9%,-2%,
CC(=O)c1cccc(NC(=O)N2CCCC2C(=O)Nc2ccc3c(c2)OCO3)c1 (centres undefined),0%,-9%,0.0%,1%,-3%,
CN1C(=O)N(C)C2(c3ccccc3)NNC(N)=NC12c1ccccc1 (centres undefined),/,6%,0.6%,6%,5%,
COc1ccc(NC(=O)CCC(=O)OC(C(=O)c2ccccc2)c2ccccc2)cc1 (centres undefined),-8%,14%,0.9%,-2%,5%,
Cc1cc2cc(CCNC(=O)c3ccc(S(=O)(=O)N4CCCC4)cc3)c(=O)[nH]c2cc1C,-3%,37%,9.5%,-5%,8%,
O=C(Cn1cnc2c(oc3nc4c(cc32)CCCC4)c1=O)Nc1ccccc1,-10%,-4%,2.7%,-6%,2%,
CC(=O)n1cc(N(C(=O)CCl)c2ccccc2)c2ccccc21,-2%,?,?,?,5%,
COC(=O)c1nn(-c2nc(-c3ccc(OC)c(OC)c3)cc(C(F)(F)F)n2)cc1[N+](=O)[O-],-10%,-1%,4.4%,-2%,-12%,
CC1CC(NC(=O)CCn2c(=O)oc3ccccc32)CC(C)(C)C1 (centres undefined),4%,-22%,1.2%,-7%,6%,
COc1ccc(-c2nn(C)c(=O)c3ccccc23)cc1CNC(=O)c1ccco1,0%,11%,8.9%,7%,0%,
CCCCn1c(N)c(N(CCOC)C(=O)c2cc(-c3ccccc3Cl)nc3ccccc23)c(=O)[nH]c1=O,8%,42%,8.9%,3%,-9%,
O=C(NC(=S)Nc1ccc(Cl)cc1)c1ccccc1,-7%,?,i,65%,-4%,
COC(=O)NC1(C(F)(F)F)C(=O)NC(C)=C1C(=O)OC (centres undefined),-1%,6%,0.7%,-4%,-5%,
Oc1ccc(Br)cc1-c1cc(-c2ccco2)[nH]n1,6%,-21%,6.9%,35%,-2%,

# Screening results from PubChem BioAssay.
